STK33 inh = inhibitors of human STK33 kinase | Q9BYT3 | purified STK33, MBP phosphorylation, ADP-Glo luminescence | inhibition, % at 10 µM | actives 0.073% (n = 320,000) | AID 2661;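 active = inhibition at or above 25%, using the most active replicate where run in duplicate; inactive = inhibition below 25%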
Target sequence (Q9BYT3 whole entry, looked up): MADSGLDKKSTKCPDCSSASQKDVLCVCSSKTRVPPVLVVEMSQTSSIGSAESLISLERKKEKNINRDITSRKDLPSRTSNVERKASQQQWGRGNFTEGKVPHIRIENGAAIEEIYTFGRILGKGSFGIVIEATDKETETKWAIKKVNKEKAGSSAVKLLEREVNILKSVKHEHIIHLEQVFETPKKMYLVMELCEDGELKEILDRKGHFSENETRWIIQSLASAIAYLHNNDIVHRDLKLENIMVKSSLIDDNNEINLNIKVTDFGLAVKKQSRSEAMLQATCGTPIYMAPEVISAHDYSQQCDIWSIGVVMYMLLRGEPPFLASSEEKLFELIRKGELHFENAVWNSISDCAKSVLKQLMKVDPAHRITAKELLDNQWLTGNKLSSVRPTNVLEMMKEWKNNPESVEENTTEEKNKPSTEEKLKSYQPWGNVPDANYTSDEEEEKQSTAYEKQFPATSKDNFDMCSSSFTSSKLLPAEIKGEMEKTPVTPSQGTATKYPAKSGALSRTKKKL
OX1R antag-1 = antagonists of human orexin 1 receptor; actives 0.43% (n = 330,000); AID 434989; CHO/OX1R cells, Fluo-8 calcium fluorescence, orexin A; O43613; inhibition, % at 5 µM;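 active = inhibition above its plate's threshold, mean inhibition of all tested compounds on the plate plus 3 SD, cut at about 37% in these data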;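 also: 0% = orexin A challenge wells and 100% = SB-334867-A antagonist wells; not every result past the cut was called active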
Target sequence (O43613 whole entry, looked up): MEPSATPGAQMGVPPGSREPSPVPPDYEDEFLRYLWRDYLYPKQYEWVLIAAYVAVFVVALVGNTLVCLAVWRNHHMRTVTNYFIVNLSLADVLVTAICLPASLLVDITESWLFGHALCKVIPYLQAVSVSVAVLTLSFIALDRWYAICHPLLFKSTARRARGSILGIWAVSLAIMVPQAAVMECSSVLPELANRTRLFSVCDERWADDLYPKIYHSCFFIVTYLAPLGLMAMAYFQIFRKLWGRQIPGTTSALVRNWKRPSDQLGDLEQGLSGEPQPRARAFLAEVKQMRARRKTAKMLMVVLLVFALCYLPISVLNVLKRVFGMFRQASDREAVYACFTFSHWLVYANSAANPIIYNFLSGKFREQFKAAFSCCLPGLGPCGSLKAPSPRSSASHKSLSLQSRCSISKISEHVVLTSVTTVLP
OX1R antag-2 = blocks the human orexin 1 receptor; OX1R-expressing cells, FRET antagonist read-out; inhibition, % at 6.6 µM; actives 1.8% (n = 330,000); AID 485270; in the data active = inhibition mostly above about 38%, no sharp cut-off; inactive = mostly below about 40%;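 also: 0% = agonist challenge alone and 100% = reference antagonist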
* = called active by the depositor; · = not tested or not shown; + = active, no number.

Compound,STK33 inh,OX1R antag-1,OX1R antag-2
COc1ccc2nc(CC(C)(C)CC(=O)O)c[n+]([O-])c2c1,-0.1,-17.6,68.9*
COc1ccccc1-c1ccc(SCc2ccc([N+](=O)[O-])cc2)nn1,-0.8,-34.6,6.8
Cc1ccc(NC(=O)C2CCN(c3ncnc4c3nc3n4CCCCC3)CC2)nc1,-0.4,-31.4,17.7
CCC1CCCCN1C(=O)c1ccc(OC2CCN(C(=O)C3CC3)CC2)cc1 (stereo not drawn),-0.1,-0.9,7.7
N#Cc1ccccc1OCC(=O)NC(N)=O,-0.5,-6.9,11.2
CN1C(=O)NC(c2ccc(O)cc2)C2=C1CN(c1cccc3ccccc13)C2=O (stereo not drawn),1.1,-8.3,5.9
Cc1c(C(=O)Nc2ccc3oc(-c4cccnc4)nc3c2)oc2ccccc12,0.6,-22.3,13.6
Cc1cc(C(=O)NCC2CCCCC2)ccc1[N+](=O)[O-],0.8,-28.3,10.7
CC(C)(C)OC(=O)NCCCCCNC(=O)c1nc[nH]c1C(=O)NCCCCCNC(=O)OC(C)(C)C,0.8,-4.8,10.8
O=C(CN(C(=O)CNC(=O)c1cccs1)c1cccc(F)c1)NC1CCCC1,-1.5,-5.8,0.9
O=C(Nc1ccccc1O)c1ccc([N+](=O)[O-])cc1,-0.3,-2.8,33.3*
Cc1cccc(COC(=O)C(Cc2ccccc2)NC(N)=O)c1 (stereo not drawn),1.1,-33.3,16.8
CC(=O)N1c2ccc(S(=O)(=O)N3CCC(C(=O)NC4CCCC(C)C4C)CC3)cc2CC1C (stereo not drawn),0.2,-32.9,13.2
COc1ccc(Cl)cc1NC(=O)CSc1nc(N2CCCCC2)nc(N2CCCCC2)n1,0.2,-10.6,33.2
O=C(CCCN1C(=O)/C(=C/c2ccccc2)SC1=S)Nc1ccccc1O,-3.1,-14.6,15.4
Cn1ncc(Cl)c(Oc2ccc(C(C)(C)C)cc2)c1=O,-1.1,-17.0,16.2
COC(=O)c1ccccc1NC(=S)NC(NC(=O)c1ccccc1[N+](=O)[O-])C(Cl)(Cl)Cl (stereo not drawn),-2.3,-25.2,11.5
C/C(Cc1ccccc1)=N\NC(=O)C1CCCCC1,1.8,-6.2,9.9
Cc1ccc(CCC(=O)Nc2ccc(N(C)C)cc2)o1,-0.9,0.3,32.0
CCCc1nc(N2CCN(S(=O)(=O)c3ccc(Cl)cc3)CC2)c2c(C)c(C)sc2n1,2.7,3.5,17.3
O=S(=O)(Nc1ccc(N2CCOCC2)nn1)c1ccccc1,-0.5,-8.2,14.4
CCC(C)NC(=O)CSc1n[nH]c(=O)n1CCc1ccccc1 (stereo not drawn),-0.1,-7.5,14.4
O=C(Nc1ccc(COc2ccccc2)cc1)c1cccc([N+](=O)[O-])c1,-0.4,-21.4,21.9
COc1ccc(Cl)cc1CSc1ncn[nH]1,0.0,-21.8,6.9
CC(C)c1nc(SCC(=O)N2c3ccccc3CC2C)c2ccccc2n1 (stereo not drawn),0.5,-50.6,11.4
O=C(c1ccc([N+](=O)[O-])cc1Cl)N1CCN(c2ccccn2)CC1,0.2,-27.5,21.7
O=C(Nc1cccc(C(=O)N2CCN(c3cccc(Cl)c3)CC2)c1)c1ccccc1,0.5,-1.5,15.9
O=C(Nc1nnc(C2=COCCO2)o1)c1ccc(S(=O)(=O)N2CCCC2)cc1,-1.6,-1.4,-1.9
COCC(C)NCc1cccc([N+](=O)[O-])c1 (stereo not drawn),-0.5,1.5,17.4
Cc1ccc(F)cc1NC(=O)CN1CCN(Cc2ccccc2)CC1,-0.7,-23.0,7.9
O=C(Nc1cnccn1)c1cccs1,5.9,-11.6,0.2
O=C(CN1C(=O)NC2(CCc3ccccc32)C1=O)Nc1cccc(F)c1 (stereo not drawn),-3.1,-16.0,7.8
CCOC(=O)CCCNC(=O)COc1ccccc1C#N,-0.7,-18.0,12.7
O=C(OCc1ccc2c(c1)OCO2)c1ccc(S(=O)(=O)N2CCCC2)cc1,-0.4,-23.4,26.4
COc1ccc(OCCCC(=O)Nc2ccc(N3CCOCC3)cc2)cc1,0.2,-8.2,6.7
COc1ccc2oc(=O)c(/C(C)=N/NC(=O)c3ccncc3)cc2c1,0.4,-15.8,15.1
OCCCc1nc2n(n1)C(c1cccs1)C=C(c1ccccc1)N2 (stereo not drawn),0.5,23.1,26.0
OCCCc1nc2ccccc2n1CCc1ccccc1,3.1,2.8,6.7
C/C(CC(=O)Nc1cccc(C(F)(F)F)c1)=N\NC(=O)c1ccncc1,-1.1,-16.6,16.2
CC(=O)Nc1ccc(NC(=O)CSc2nc(=O)n3cccc(C)c3n2)cc1,-0.3,-11.4,6.4
COc1cccc(OC)c1OCCN1CCN(C(=O)c2ccco2)CC1,1.6,-37.6,5.2
CCOc1ccc(N=C(/C(C(=O)C(=O)N2CCOCC2)=C(\O)c2ccccc2)c2ccccc2)cc1,-0.2,-2.2,9.7
CC1CN(Cc2ccccc2)c2nc3c(c(=O)n(CC(=O)O)c(=O)n3C)n2C1 (stereo not drawn),-2.8,-1.4,5.8
Cc1ccc(N2CC(=O)N(CC(=O)O)C2=O)cc1,0.8,-3.9,18.7
CC(Oc1ccccc1F)C(=O)Nc1ccc2ccccc2c1 (stereo not drawn),-3.6,-4.4,17.6
CCOC(=O)Cn1c(=N)n(CCOc2ccc(Br)cc2)c2ccccc21,-0.3,-9.6,0.8
CC(=O)c1cccc(NC(=O)CCc2nnc3ccc(NCc4ccc5c(c4)OCO5)nn23)c1,1.0,5.0,2.7
CCCCOC(=O)C(C)Oc1ccc(=O)n(-c2ccccc2)n1 (stereo not drawn),0.0,-24.8,3.4

Single entries from the results shown.
OX1R antag-2, `CCOC(=O)Cn1c(=N)n(CCOc2ccc(Br)cc2)c2ccccc21` stands at 0.8
OX1R antag-1, `CC1CN(Cc2ccccc2)c2nc3c(c(=O)n(CC(=O)O)c(=O)n3C)n2C1` (stereo not drawn) stands at -1.4

Further entries follow:
Compound,STK33 inh,OX1R antag-1,OX1R antag-2
Cc1cc(C(=O)O)cc(S(=O)(=O)Nc2ccccc2C(=O)NC(C)c2ccccc2)c1C (stereo not drawn),0.0,-17.6,20.8
O=C(C[n+]1cn(C(F)F)c2ccccc21)c1ccc(Br)cc1,4.3,-24.2,30.1
COC(=O)NCC(c1ccc2c(c1)OCO2)N1CCN(c2ccc(OC)cc2)CC1 (stereo not drawn),0.7,1.3,9.1
COc1ccc(NC(=O)CCCCCN2C(=O)[C@@H]3Cc4ccccc4CN3C2=O)cc1Cl,-1.1,-28.3,28.9
FC(F)Oc1ccccc1NC(=S)NCc1ccco1,-0.5,1.3,17.1
O=C(CCC(=O)c1ccccc1)NCc1ccccc1,-1.1,-3.6,18.0
Cc1cccc(-c2nn(-c3ccccc3)cc2C(=O)NCC(c2cccs2)N2CCOCC2)c1 (stereo not drawn),·,-37.3,10.1
COc1cc(C)nc(Oc2ccc(=O)[nH]n2)n1,-0.9,13.1,8.5
Cc1cc(C)cc(NC(=O)N2CCN(C/C=C/c3ccccc3)CC2)c1,-1.7,-23.1,6.1
FC(F)(F)c1cccc(-n2cc(-c3ccccc3)[nH]c2=S)c1,-1.0,-40.0,7.8
O=C(c1ccc2ccccc2c1)C1CCCN(S(=O)(=O)c2cccnc2)C1 (stereo not drawn),0.1,35.2,30.4
O=C(NCc1nc2ccccc2[nH]1)C1=C[C@H](c2ccc(C(F)(F)F)cc2)C[C@H](OCCCCO)O1,0.6,-38.4,13.7

Results in STK33 inh and OX1R antag-2, for 7 of the compounds above:
Molecule	STK33 inh	OX1R antag-2
Cc1cc(C(=O)O)cc(S(=O)(=O)Nc2ccccc2C(=O)NC(C)c2ccccc2)c1C (stereo not drawn)	0.0	20.8
O=C(C[n+]1cn(C(F)F)c2ccccc21)c1ccc(Br)cc1	4.3	30.1
COC(=O)NCC(c1ccc2c(c1)OCO2)N1CCN(c2ccc(OC)cc2)CC1 (stereo not drawn)	0.7	9.1
COc1ccc(NC(=O)CCCCCN2C(=O)[C@@H]3Cc4ccccc4CN3C2=O)cc1Cl	-1.1	28.9
FC(F)Oc1ccccc1NC(=S)NCc1ccco1	-0.5	17.1
O=C(CCC(=O)c1ccccc1)NCc1ccccc1	-1.1	18.0
Cc1cccc(-c2nn(-c3ccccc3)cc2C(=O)NCC(c2cccs2)N2CCOCC2)c1 (stereo not drawn)	·	10.1

Following part:
Compound,STK33 inh,OX1R antag-1,OX1R antag-2
CCOC(=O)c1c(C)n(-c2ccc(C)cc2)c2ccc(OCC(O)CNCCCO)cc12 (stereo not drawn),1.8,-44.5,6.6
O=C(OCC(=O)c1ccc(S(=O)(=O)N2CCCC2)cc1)C1=COCCO1,0.6,-11.1,12.8
Cc1ccc(-n2c(=O)cc(NCc3cccnc3)[nH]c2=O)cc1,-2.0,-2.7,-2.1
Cc1ccc(S(=O)(=O)N(CC(=O)NCc2cccnc2)c2ccc(F)cc2)cc1,0.2,-17.2,17.8
COCCNC(=O)c1ccccc1NC(=O)CCSc1ccccc1,-3.0,-28.2,7.4
O=C1CSC(c2ccccc2[N+](=O)[O-])N1c1cccc(F)c1 (stereo not drawn),-0.5,-10.1,42.3
C1CC1Cc1noc(CN2CCN(C3C4CC5CC(C4)CC3C5)CC2)n1 (stereo not drawn),-0.6,21.7,-4.3
COc1ccccc1C(=O)NNC(=O)CCCN1C(=O)/C(=C/c2cccs2)SC1=S,-1.1,-14.9,11.4
COc1cccc(N2[C@@H](CC(=O)O)c3ccccc3S2(=O)=O)c1,-1.7,-20.2,8.6
CCOc1ccccc1N1CC(C(=O)Nc2ccc(S(=O)(=O)N3CCCCC3)cc2)CC1=O (stereo not drawn),-0.2,-18.4,11.7
CCC(=O)c1c[nH]c(C(=O)NCCCN2CCOCC2)c1,-2.6,6.8,2.6
Cc1cc(C(=O)NC2CCC(C)CC2)c(C)o1 (stereo not drawn),-1.8,-9.4,6.1

In a second layout: entries from further up.
> FC(F)(F)c1cccc(-n2cc(-c3ccccc3)[nH]c2=S)c1
  STK33 inh: -1.0; OX1R antag-1: -40.0; OX1R antag-2: 7.8

> O=C(c1ccc2ccccc2c1)C1CCCN(S(=O)(=O)c2cccnc2)C1 (stereo not drawn)
  STK33 inh: 0.1; OX1R antag-1: 35.2; OX1R antag-2: 30.4

(more compounds)
Each structure is followed by: STK33 inh	OX1R antag-1	OX1R antag-2
> CCOC(=O)N1CCN(S(=O)(=O)c2ccc(C(=O)N(CCCN(C)C)c3nc4ccc(Cl)cc4s3)cc2)CC1
  -0.4	-21.0	26.3
> Cc1ccc(NC(=O)CN2C(=O)N/C(=C/c3ccc(C)s3)C2=O)cc1
  -1.5	17.8	6.8
> Cc1cccn2c(=O)c3cc(C(=O)N4CCCC(C)C4)sc3nc12 (stereo not drawn)
  1.0	-31.2	16.7
> CC1=C(CC(=O)O)c2cc(F)ccc2C1=Cc1ccc(S(C)(=O)=O)cc1
  -0.9	-7.6	22.9
> CC(=O)Nc1cccc(C(=O)NC(C)c2ccc(S(N)(=O)=O)cc2)c1 (stereo not drawn)
  -1.4	-22.2	8.4
> O=C(NCCc1ccccc1)c1ccccc1NC(=O)C1CCCCC1C(=O)O (stereo not drawn)
  0.0	2.2	26.4
> Cc1nc2ccccn2c1C(=O)N/N=C/c1ccccc1
  1.3	-18.4	1.3
> CCn1cc(CNC(=O)C2C3CCC(C3)C2C(=O)O)cn1 (stereo not drawn)
  -0.3	-0.4	32.7
> CC(C)(C)n1nnnc1C(c1cccs1)N(Cc1cccnc1)Cc1ccccc1Cl (stereo not drawn)
  -2.9	-8.3	25.6
> Cc1ccc(C)c(-n2c(N)c(C(N)=O)sc2=S)c1
  -0.3	-2.0	13.8
> O=C(O)c1cc(N2C(=O)C3C4C=CC(C4)C3C2=O)ccc1N1CCOCC1 (stereo not drawn)
  0.1	-3.7	8.6
> Cc1ccc(C)c(NC(=O)CN(C)C(=O)CN2C(=O)C3CCCCC3C2=O)c1 (stereo not drawn)
  -0.9	-24.6	4.5
> NC(=O)c1sc2nnc(-c3ccccc3)c(-c3ccccc3)c2c1N
  -4.3	-20.7	9.2
> NC(=O)C1CCN(c2nc(-c3ccc(Br)cc3)cs2)CC1
  ·	-4.0	17.6
> COc1ccc(CCC(=O)NC(C)C)cc1
  -0.8	4.5	-2.4
> COc1ccc(NC(=O)Cn2c3ccccc3c3nc4n(c(=O)c32)CCS4)cc1OC
  0.8	16.6	25.2
> COc1ccc(CCNCC(=O)N2C(C)CCCC2C)cc1OC (stereo not drawn)
  -1.0	-20.4	25.1
> CC(=O)Nc1ccc(Nc2cc(C)c3ccccc3n2)cc1
  1.1	-11.9	15.6
> CCS(=O)(=O)N1Cc2ccccc2CC1C(=O)N(C)CC(=O)Nc1cccc(F)c1 (stereo not drawn)
  -0.4	-36.3	15.8
> O=C(COC(=O)c1ccc(S(=O)(=O)NCc2ccco2)cc1)NCc1ccccc1
  -0.4	5.7	4.5
> CCCC(=O)NCCc1cc2c(C)ccc(C)c2[nH]c1=O
  0.0	-3.7	6.8
> O=C(CCN1CCN(C/C=C/c2ccccc2)CC1)Nc1ccccc1Cl
  -0.9	-31.9	15.1
> O=C(Nc1ccc(F)cc1)c1ccc(=O)[nH]n1
  1.0	-19.5	11.5
> c1ccc(-c2cnn3nnnc3n2)cc1
  0.3	-2.4	+
> CC1(c2ccccc2)NC(=O)N(CC(=O)NCCC2=CCCCC2)C1=O (stereo not drawn)
  0.2	10.3	16.0
> COC(=O)C(C)Sc1ccc2nnc(-c3cccc(F)c3)n2n1 (stereo not drawn)
  1.6	-28.5	18.6
> COC(=O)c1ccc(C(=O)NC(=S)Nc2nc3c(s2)CCCC3)cc1
  -0.7	-16.0	7.4
> O=[N+]([O-])c1cccnc1Oc1ccc(OCc2ccccc2)cc1
  -2.2	-16.5	11.1
